Anesthetic bind: binds horse apoferritin like a general anesthetic; hit rate 0.074% among 350,000; Potency, µM (series often up to 77.5 µM), for inactives: top-dose activity change, negative = displacement, actives largely listed as inhibitors; P02791; apoferritin/1-aminoanthracene competitive binding, fluorescence; further: potency means the concentration at half of the fitted maximal effect; on the % scale 0 is the no-effect control and ±100 the full control effect; nearly all actives have a fitted effect of over 20% in size
Target sequence (P02791 2-175 limits assumed): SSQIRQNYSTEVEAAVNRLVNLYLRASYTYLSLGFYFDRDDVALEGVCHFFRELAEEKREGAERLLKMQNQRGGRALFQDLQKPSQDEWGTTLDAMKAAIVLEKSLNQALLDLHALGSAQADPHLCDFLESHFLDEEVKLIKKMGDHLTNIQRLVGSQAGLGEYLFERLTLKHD
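Read-out: endpoint 1-AMA fluorescence, excitation 380 nm and emission 535 nm, after compounds sit 10 min at room temperature with 10 uM horse-spleen apoferritin in 50% saturated 1-AMA/PBS. Values come from four-parameter Hill fits.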
D1 ag: human D1 receptor agonism; HEK293 T-REx D1 cells, calcium flux, agonist mode; hit rate 1% among 360,000; activation, % at 2 µM; P21728; in the data active means activation above about 30%; further: 0% is about no effect
Target sequence (P21728 whole entry, looked up): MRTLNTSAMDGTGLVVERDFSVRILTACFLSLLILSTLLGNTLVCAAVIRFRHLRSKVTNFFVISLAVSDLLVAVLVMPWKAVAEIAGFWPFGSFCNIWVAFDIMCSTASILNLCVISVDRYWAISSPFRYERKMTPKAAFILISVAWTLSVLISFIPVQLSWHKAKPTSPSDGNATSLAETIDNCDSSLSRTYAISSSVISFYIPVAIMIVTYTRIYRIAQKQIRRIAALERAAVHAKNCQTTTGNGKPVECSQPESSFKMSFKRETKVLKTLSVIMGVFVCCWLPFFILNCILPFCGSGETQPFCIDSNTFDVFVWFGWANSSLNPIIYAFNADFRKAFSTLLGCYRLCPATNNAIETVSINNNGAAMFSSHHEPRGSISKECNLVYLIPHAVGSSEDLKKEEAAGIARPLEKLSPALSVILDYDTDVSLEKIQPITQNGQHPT
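Tetracycline-induced HEK293 TREx D1 cells, force-coupled to calcium signalling, were dye-loaded with a no-wash calcium kit. Compound was pin-added after a 10 s baseline. Fluorescence was read kinetically at 1 cycle/s for 180 s, with calcium rises flagged as agonism.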
D1 potentiator: enhances dopamine response at the human D1 receptor; HEK293 TREx D1 cells, calcium flux, dopamine EC20 potentiation; potentiation, % at 10 µM; hit rate 0.036% among 360,000; AID 504651; in the data active means potentiation above about 30%; further: 0% is about no effect
TRHR enhancer: allosteric enhancers of human TRH receptor; P34981; TRHR cells, fluo-8 calcium fluorescence, EC20 TRH enhancement; enhancement, % at 2 µM; hit rate 0.66% among 360,000; AID 493056; in the data active means enhancement above about 30%; further: 0% is about no effect
Target sequence (P34981 whole entry, looked up): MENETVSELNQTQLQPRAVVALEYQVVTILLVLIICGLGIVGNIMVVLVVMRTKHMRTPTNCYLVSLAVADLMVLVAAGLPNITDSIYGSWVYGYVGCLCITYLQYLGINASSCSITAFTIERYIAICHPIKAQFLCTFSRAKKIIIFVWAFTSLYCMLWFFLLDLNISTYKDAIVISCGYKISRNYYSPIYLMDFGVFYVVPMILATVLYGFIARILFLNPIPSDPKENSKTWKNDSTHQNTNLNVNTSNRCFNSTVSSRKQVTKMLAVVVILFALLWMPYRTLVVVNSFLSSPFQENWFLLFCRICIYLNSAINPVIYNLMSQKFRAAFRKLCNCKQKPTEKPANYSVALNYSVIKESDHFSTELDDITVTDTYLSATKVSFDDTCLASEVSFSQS
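TRHR-expressing cells loaded with fluo-8 calcium dye were read kinetically (ex 480/em 530) during compound addition, then stimulated with an EC20 of TRH (10 nM final). Enhancement of the Gq-mediated intracellular calcium response was scored.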
D2 potentiator: positive allosteric modulators of human D2 dopamine receptor | P14416 | HEK293 T-REx D2, calcium flux, EC20 dopamine potentiation | potentiation, % at 10 µM | hit rate 0.34% among 340,000;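 active means potentiation over 3 SD above the plate norm, cut at about 30% in these data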; further: 0% is about no effect
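Tetracycline-induced Hek293 Trex D2 cells, force-coupled to calcium, loaded with no-wash calcium dye. Compound added with 180 s kinetic read for agonism, then EC20 dopamine and a further 180 s read for potentiation.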
TRHR ag: agonists of human TRH receptor; activation, % at 2 µM; hit rate 0.18% among 360,000; TRHR cells, calcium flux fluo-8, FDSS agonist mode; P34981; in the data active means activation above about 30%; further: 0% is about no effect
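TRHR-expressing cells loaded with fluo-8 calcium dye; 23 nL library compound pin-transferred, kinetic FDSS fluorescence (Ex 480/Em 530) recorded about 180 s for agonist-induced calcium release, before a 10 nM TRH EC20 addition for potentiator mode.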
RXFP1 antag: antagonists of human relaxin receptor RXFP1; activity change, negative = inhibition, % at 57.5 µM; hit rate 0.59% among 350,000; HEK293-RXFP1, relaxin-stimulated cAMP HTRF, 30 min; stronger effect = lower value;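 active means activity change of -60% or lower, but not beyond a set lower limit; inconclusive means change between -60% and -40%, or beyond the set limit; inactive means change above -40%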; further: on the % scale 0 is the no-effect control and ±100 the full control effect
RXFP1 ag: RXFP1 (human) receptor agonism. AID 2676. hit rate 0.3% among 370,000. Potency, µM (highest dose often 57.5 µM), inactives show at the top dose activation, usual class: activators. HEK293T-RXFP1 cAMP TR-FRET, 30 min; response scale: percent of porcine relaxin response, buffer zero. Q9HBX9; further: potency means the concentration at half of the fitted maximal effect; on the % scale 0 is the no-effect control and ±100 the full control effect; nearly all actives have a fitted effect of over 60% in size; many of its hits are not listed in these tables
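Agonist response is measured as cAMP accumulation in an RXFP1-transfected HEK293T line under PDE4 inhibition. Values are scaled between buffer-only and 29 nM porcine relaxin, and EC50s come from standard Hill equation fits.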
D1 antagonist: blocks dopamine activation of the human D1 receptor; P21728; activity change, negative = inhibition, % at 10 µM; HEK293 TREx D1 cells, calcium flux, dopamine EC80; stronger effect = lower value; hit rate 3.2% among 360,000; in the data active means activity change below about -30%; further: on the % scale 0 is the no-effect control and ±100 the full control effect
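Tetracycline-induced HEK293 T-REx cells with force-coupled D1 receptor were loaded with a no-wash calcium dye. Compound was added after a 10 s baseline and read kinetically for 180 s; EC80 dopamine was then added and calcium flux followed another 180 s.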
Active calls of the source: *; ? = inconclusive; / = not tested or not shown; & = joins results of further samples. Unless noted, the call rests on the fitted dose curve; in most records, active means well fitted curve in the direction sought with a large enough effect; inconclusive means small, poorly fitted or top-dose-only effect, or another doubt; inactive means no such curve, though single readings can be large; an effect the other way counts as inactive or inconclusive. These rows are one share of the data, so the mix of outcomes need not match the whole.

D1 ag | TRHR enhancer | TRHR ag | D2 potentiator | D1 potentiator | Anesthetic bind | RXFP1 antag | D1 antagonist | RXFP1 ag | SMILES
0.5 | 2.5 | 0.1 | -8.8 | -3.6 | -8.4% | -0.8 | 3.2 | 3.0% | Cc1cc(C)c2c(N=CN(C)C)c(C(=O)N3CCN(c4ncccn4)CC3)sc2n1
4.1 | -0.3 | -0.2 | 8.8 | -1.5 | -17.4% | / | -2.5 | 3.3% | O=C(COC(=O)c1n[nH]c(=O)c2ccccc12)c1ccc(Cl)cc1
7.3 | 0.8 | 1.2 | -2.1 | 3.0 | -0.2% | -16.0 | -3.6 | 0.6% | COc1ccc(Cn2cc(C(=O)c3ccc(F)cc3)c(=O)c3cc4c(cc32)OCCO4)cc1
2.2 | 4.5 | 1.8 | / | -8.8 | -10.5% | / | 2.3 | -0.9% | CCN1C(=O)C(O)(c2c(C)[nH]c3ccccc23)c2ccccc21 (stereo not given)
-0.3 | -3.8 | 1.2 | -4.1 | 0.7 | 7.4% | 2.3 | 4.6 | 1.5% | CC(=O)Nc1ccc(S(=O)(=O)N2CCC(n3c(C)nc4cccnc43)CC2)cc1
0.9 | -1.8 | 0.9 | / | -1.2 | 1.3% | 0.0 | -20.7 | -2.8% | O=C(N/C(=C/c1ccco1)C(=O)N1CCc2ccccc21)c1ccco1
-0.8 | 0.7 | -0.3 | -4.8 | 0.8 | 4.4% | -2.9 | 8.6 | -5.0% | Nc1nonc1-n1nnc(C(=O)N/N=C/c2ccc(Br)cc2)c1CN1CCOCC1
3.6 | -10.5 | 0.5 | -12.4 | -4.5 | -9.6% | 7.9 | -3.2 | 0.2% | O=C(CN1CCC(C(=O)c2ccc(Cl)cc2)CC1)NC1CCCC1
0.9 | 14.4 | -0.4 | 4.5 | -6.2 | -11.0% | 2.9 | 8.5 | -0.8% | O=C(NCc1ccco1)c1ccccc1Nc1ccc(F)cc1
0.7 | 0.4 | 0.2 | 16.2 | -0.1 | -18.4% | -6.8 | -4.0 | 0.8% | CCOC(=O)c1sc(C)c2c(=O)n(CC(=O)c3ccc(Br)cc3)nnc12
2.0 | 2.3 | -0.1 | 0.4 | -3.2 | -11.7% | -3.2 | 0.7 | 0.1% | CN(C(=O)CNC(=O)c1ccc(Br)o1)C1CCCCC1
2.0 | -2.8 | -0.6 | 7.7 | -1.8 | -7.1% | -3.7 | 8.1 | 3.2% | COc1n[nH]c(C(=O)Nc2cc(F)ccc2C)c1[N+](=O)[O-]
8.5 | 5.6 | -0.9 | 2.6 | -0.8 | 2.3% | -5.9 | -5.5 | 1.4% | O=S(=O)(c1ccc(Cl)nc1)N1CCN(c2ncccn2)CC1
3.8 | -5.5 | 1.1 | -3.2 | 5.3 | -10.9% | 7.1 | 0.4 | 0.7% | O=S(=O)(Nc1cccc2cccnc12)c1ccc(S(=O)(=O)N2CCCC2)cc1
2.9 | -4.7 | 1.1 | -4.4 | -7.4 | ? | -0.8 | -25.5 | 4.3% | O=C(N/N=C/c1ccc(-c2ccccc2[N+](=O)[O-])o1)[C@H]1C[C@@H]1c1ccccc1
0.0 | 3.4 | -0.3 | 0.0 | 0.5 | -5.3% | -1.3 | 2.6 | 1.8% | Cc1cc(C(C)(C)C)cc(S(=O)(=O)NCCO)c1C
1.4 | -3.5 | -2.7 | 0.2 | -11.7 | -9.9% | 4.7 | 19.1 | -0.5% | O=C(CSc1nncs1)NC(=O)NC1CCCC1
0.0 | -1.8 | 0.7 | -11.5 | -6.5 | -8.1% | 17.7 | -3.7 | 1.7% | Cc1ccc(C)c(C(=O)CN2C(=O)c3ccccc3S2(=O)=O)c1
3.6 | -5.7 | 0.3 | -2.7 | -1.9 | -1.3% | -11.1 | 6.4 | 10.1% | CCCSc1nnc(CSc2ncccn2)n1C
1.7 | -3.9 | -0.2 | -2.1 | 2.1 | -13.2% | -11.8 | 20.4 | 0.5% | CCOc1ccc(Cl)cc1/C=N/O
12.1 | 0.2 | 0.2 | -4.7 | 8.1 | 1.6% | -4.0 | -8.2 | -0.4% | Cn1ncc2c(=O)[nH]cnc21
3.6 | 5.6 | 1.3 | -6.6 | -0.8 | -17.1% | -5.7 | -2.2 | -0.5% | CC1CCCN(C(=O)Cn2c(=O)oc3ccccc32)C1 (stereo not given)
15.3 | 2.7 | -0.8 | 6.3 | 1.1 | -20.9% | -1.3 | -0.6 | 3.1% | CC(=O)c1c(CC(=O)O)[nH]n(-c2nc3ccccc3s2)c1=O
-0.8 | -13.2 | 0.6 | -3.5 | 2.5 | -11.8% | -7.9 | -2.1 | -0.8% | O=[N+]([O-])c1ccc(NCCCO)c(S(=O)(=O)N2CCOCC2)c1
6.0 | 2.8 | 2.2 | -0.1 | -0.2 | 3.7% | / | -20.0 | -1.4% | COc1ccc(-c2noc(N(c3ccc(F)c(Cl)c3)c3nc(-c4ccc(OC)c(OC)c4)no3)n2)cc1OC
4.3 | 1.3 | 0.5 | -0.2 | 2.8 | 0.8% | 9.3 | 5.1 | 0.1% | CCc1cccc(NC(=O)CCN2C(=O)c3ccccc3Sc3ncccc32)c1
1.5 | -1.3 | -1.2 | 4.0 | -8.2 | -10.4% | -2.9 | -5.3 | 5.0% | Cc1cccc(Nc2nc(N)c([N+](=O)[O-])c(N3CCOCC3)n2)c1
-0.9 | -16.2 | 0.3 | -16.6 | -3.3 | -9.0% | 2.5 | -9.0 | 3.3% | CCC(Cn1nnc2ccccc2c1=O)NC(=O)Nc1cccc(C)c1C (stereo not given)
-0.1 | -1.5 | -0.3 | 1.9 | -0.5 | -8.0% | -0.1 | -11.3 | 0.0% | COc1ccc(-c2cc(C(F)(F)F)n3nc(C(=O)Nc4c(C)n(C)n(-c5ccccc5)c4=O)c(Cl)c3n2)cc1
2.1 | 9.8 | 0.5 | -2.4 | 0.9 | -1.8% | 0.0 | 17.3 | 22.8% | Cc1cc(C)nc(NS(=O)(=O)c2ccc(N3Cc4ccccc4C3=O)cc2)n1

The list continues:
D1 ag | TRHR enhancer | TRHR ag | D2 potentiator | D1 potentiator | Anesthetic bind | RXFP1 antag | D1 antagonist | RXFP1 ag | SMILES
1.4 | -1.5 | -0.4 | -2.0 | 2.4 | -16.1% | 1.8 | 29.9 | 5.3% | CS(=O)c1ccccc1-c1nc(-c2cc(C(F)(F)F)cc(C(F)(F)F)c2)no1 (stereo not given)
1.5 | 5.9 | 0.9 | -1.0 | 0.1 | / | 3.2 | 8.7 | -3.2% | Cc1ccc(NC(=O)CN2C(=O)NC(Cc3c[nH]c4ccccc34)C2=O)cc1 (stereo not given)
1.6 | -0.2 | -0.4 | 24.4 | -7.5 | 0.4% | 5.2 | 4.1 | 21.6% | CCOc1ccc(S(=O)(=O)NCC2CCCO2)cc1NC(=O)c1ccccc1F (stereo not given)
6.6 | -3.8 | -0.2 | -10.1 | -8.4 | -3.1% | -0.8 | -30.8* | -1.0% | S=C(NCc1ccccc1)N1CCN(c2ccccc2)CC1
0.8 | -0.1 | 0.7 | -0.3 | -3.5 | -6.6% | -5.5 | 6.2 | 2.9% | COc1ccc(N2C(=O)CC(C#N)=C2N)cc1
1.5 | -4.4 | 0.0 | -8.7 | -9.5 | -4.2% | -12.2 | -9.4 | 0.9% | CCc1ccccc1NC(=O)N[C@@H](C)C(=O)O
-0.7 | 4.2 | -0.2 | -4.2 | -0.6 | -7.1% | -7.0 | -1.0 | 2.0% | CCCCN(C)C(=O)CN1C(=O)c2cccnc2Oc2ccc(Cl)cc21
0.6 | 13.6 | 0.1 | 9.4 | -5.2 | -11.6% | -7.3 | 4.7 | 1.4% | COc1ccc(OC)c2[nH]c(=O)c(CCNC(=O)CC(C)C)cc12
13.0 | -1.5 | 0.2 | 0.7 | -2.5 | -6.5% | 10.7 | 14.5 | 3.3% | Cc1cc2nc(SCCOC(=O)Nc3ccccc3)nc(C)c2cc1C
4.1 | -0.6 | -0.9 | -0.6 | 2.5 | -8.1% | 1.3 | -6.8 | 0.7% | COc1ccccc1N1CC=C(c2cccc([N+](=O)[O-])c2)NC1=O
10.3 | -4.2 | -1.0 | 9.8 | 1.2 | -6.4% | -0.3 | -4.6 | -2.5% | CCOc1ccccc1NC(=O)N1CCCc2ccccc21
2.0 | -5.7 | -0.2 | 11.5 | -4.8 | -3.9% | -10.1 | 7.8 | -0.9% | Cc1ccc(S(=O)(=O)c2nnn3c2nc(N2CCC(C)CC2)c2cc(Cl)ccc23)cc1C
0.0 | -5.5 | 0.4 | 3.1 | -5.0 | -10.9% | / | 11.6 | -0.6% | COc1ccc(CCNC(=O)CCN2C(=O)c3ccccc3C2=O)cc1OC
6.1 | -6.8 | 0.7 | -4.2 | -1.6 | ? | 4.4 | -2.8 | 1.3% | COc1ccc(C(=O)OCC(=O)c2ccccc2)cc1S(=O)(=O)N1CCOCC1
1.6 | 8.4 | -0.5 | 7.3 | -3.8 | ? | -26.3 | -17.9 | -4.9% | COc1ccc(S(=O)(=O)N(C(=O)C(C)C)c2ccc3oc(=O)sc3c2)cc1
3.4 | -1.6 | 0.9 | -1.3 | -7.3 | / | -6.5 | -11.8 | 2.2% | CCCCN(CC(=O)Nc1cccc(S(=O)(=O)N2CCCC2)c1)Cc1nc2ccccc2c(=O)[nH]1
2.6&0.2 | -2.9&3.3 | -0.3&0.0 | 0.2&6.7 | -9.1&1.4 | -7.3%&-9.5% | -18.4&-9.6 | -26.4&33.1 | 2.1%&1.3% | CCc1ccc(-c2cc(C)no2)cc1S(=O)(=O)NCc1ccco1
2.3 | -1.2 | -2.1 | 1.4 | -0.3 | -5.2% | 8.6 | -25.2 | -0.4% | COc1ccc(C2=NN(c3nc(C)cc(C)n3)C(=O)C2)cc1
8.7 | -4.6 | 0.3 | -13.8 | -6.5 | -6.4% | -7.7 | -1.7 | 20.3% | O=C(CSc1ccc(-c2cccnc2)nn1)Nc1ccc(F)c(F)c1
-0.5 | 3.3 | -0.5 | 10.9 | -5.6 | 4.9% | -14.0 | -1.0 | 0.5% | CCCCCCC(=O)Nc1nnc(CC)s1
7.9 | -6.0 | 1.1 | 6.5 | -7.2 | -13.0% | -22.2 | 14.2 | 2.7% | COc1ccc(/C(N)=N/OC(=O)CC2CCCCC2)cc1OC

Record cards (already shown). Order of screens: D1 ag	TRHR enhancer	TRHR ag	D2 potentiator	D1 potentiator	Anesthetic bind	RXFP1 antag	D1 antagonist	RXFP1 ag
`COc1ccc(/C(N)=N/OC(=O)CC2CCCCC2)cc1OC` across the screens: 7.9	-6.0	1.1	6.5	-7.2	-13.0%	-22.2	14.2	2.7%
`COc1ccc(C2=NN(c3nc(C)cc(C)n3)C(=O)C2)cc1` across the screens: 2.3	-1.2	-2.1	1.4	-0.3	-5.2%	8.6	-25.2	-0.4%

High-throughput results as filed in PubChem.
